# esBAF inh = Bmi1 luciferase reporter increase in mESCs, primary screen, esBAF inhibitor project, mouse ES cells, Bmi1 luciferase knock-in, single point; 24 h; 100% = twice the neutral-well signal; reporter increase, % at 12.5 µM; hit rate 2% among 350,000; AID 602393, 2012; in the data active means activation above about 40%; inconclusive means no clear call, values can overlap the other calls;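 further: 0% = median of the plate's neutral control wells and 100% = double that signal; a rise in the Bmi1 reporter signal indicates esBAF inhibition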
# ERp5 block = inhibitors of ERp5-driven insulin aggregation, primary screen, biochemical, turbidity, absorbance 650 nm, single point; inhibition, % at 9.99 µM; hit rate 0.05% among 350,000; Protein disulfide-isomerase A6 (Homo sapiens), Q15084; 90 min; AID 651711, 2012;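 active means mean replicate inhibition above about 25%, with every replicate also reaching it, limit read from the data, passing the limit was not always enough; inconclusive means only one of those two criteria met; inactive means neither criterion met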
# Xi reactivation = activators of inactive X chromosome reactivation, primary screen, imaging, XiGFP fibroblasts, GFP high-content imaging, set 2. XiGFP mouse fibroblasts, % GFP-positive cells imaging, 3 d; cells co-treated with 5-aza-dC sensitizer; scaled so ellipticine positive control = 100%. activation, % at 7.58 µM. hit rate 0.055% among 360,000. AID 743238, 2013;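 active means mean normalized replicate activation at least 10% and every replicate at or above 10%; inconclusive means only one of the two criteria met; inactive means mean below 10% and not all replicates reach 10%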;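 further: 0% = median of on-plate neutral control wells and 100% = ellipticine 6 µM median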
#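 Material: XiGFP fibroblasts, SV40-immortalized; Buffer or medium: DMEM containing 5-aza-dC; Compound dosing: single point; Times: 3 days compound exposure.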
# S100A4 MyoIIA = inhibitors of S100A4-myosin IIA peptide binding, primary screen, biochemical, fluorescence polarization, TAMRA-MyoIIA peptide; inhibition, % at 10.7 µM; AID 652163, 2013; hit rate 0.14% among 360,000;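 active means mean inhibition of at least 70% across replicates, with every replicate also reaching that level; inconclusive means mean inhibition reaches 70% but some replicates fall short; inactive means mean inhibition below 70%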
# Target sequence (P26447 whole entry, looked up): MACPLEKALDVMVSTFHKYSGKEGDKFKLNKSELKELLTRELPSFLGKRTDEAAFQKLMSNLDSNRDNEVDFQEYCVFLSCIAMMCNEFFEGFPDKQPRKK
#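 Material: human S100A4 monomer with TAMRA-labelled myosin IIA peptide; buffer or medium: HEPES pH 7.2 with CaCl2, KCl, NaCl, DTT, Triton; compound dosing: one concentration per compound; schedule: 5 min incubation before reading; benchmarks: neutral control DMSO, positive control TFP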
# RAD52 inh = RAD52 DNA annealing inhibitors, primary screen, biochemical, FRET, single point, set 2; DNA repair protein RAD52 homolog (Homo sapiens), P43351; recombinant RAD52 DNA annealing, FRET fluorescence; inhibition, % at 18.7 µM; hit rate 0.46% among 360,000;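 active means every replicate showing at least 50% inhibition; inconclusive means mean inhibition at least 50% but not in every replicate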
# E-selectin induc = E-selectin induction in HUVECs, primary screen, imaging, HUVEC, immunofluorescence imaging, single point; P16581; normalized: neutral wells 0, TNF-alpha wells 100; activation, % at 7.58 µM; hit rate 0.37% among 260,000;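 active means mean E-selectin-positive cell signal at least 10% of the positive control, reached in at least 60% of replicates, without over 20% cell loss; inconclusive means no rule given, readout overlaps actives, possibly toxicity-flagged; inactive means the rest, including those meeting only one limit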;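 further: in these data hits start at about 27%; measured in HUVEC primary endothelial cells; signal is the percent of cells scored E-selectin positive by PE staining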
#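 Test system: HUVEC; input: 3,000 HUVEC/well; measured by: immunofluorescence imaging; read-out: % PE-positive cells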
# ERAP1 HTS inh = human ERAP1 aminopeptidase inhibitors, primary screen, biochemical, single point, plate reader; Endoplasmic reticulum aminopeptidase 1 (Homo sapiens), Q9NZ08; recombinant ERAP1, Leu-AMC fluorescence, 60 min; inhibition, % at 10.7 µM; hit rate 0.15% among 340,000; AID 652197, 2013;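 active means mean replicate inhibition of at least 30%, or all replicates individually reaching that 30% level; inactive means mean below 30% and not every replicate reaching it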;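 further: 0% = neutral control wells and 100% = L-leucinethiol positive control wells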
# RAD54 inh = inhibitors of human RAD54 branch migration, primary screen, biochemical, fluorescence, single point; hit rate 0.14% among 360,000; RAD54 Holliday junction branch migration, FAM/BHQ fluorescence; AID 602329, 2012; DNA repair and recombination protein RAD54-like (Homo sapiens), Q92698; inhibition, % at 10.4 µM;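 active means mean normalized replicate activity at least 40 and at least half of replicates scoring 40 or more; inconclusive means only one of the two criteria met; inactive means mean below 40 and under half of replicates reaching 40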;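 further: 0% = median of neutral control wells and 100% = median of positive control wells; inhibitors cause a drop in the FAM fluorescence signal; in these data hits start at about 50%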
# Target sequence (Q92698 whole entry, looked up): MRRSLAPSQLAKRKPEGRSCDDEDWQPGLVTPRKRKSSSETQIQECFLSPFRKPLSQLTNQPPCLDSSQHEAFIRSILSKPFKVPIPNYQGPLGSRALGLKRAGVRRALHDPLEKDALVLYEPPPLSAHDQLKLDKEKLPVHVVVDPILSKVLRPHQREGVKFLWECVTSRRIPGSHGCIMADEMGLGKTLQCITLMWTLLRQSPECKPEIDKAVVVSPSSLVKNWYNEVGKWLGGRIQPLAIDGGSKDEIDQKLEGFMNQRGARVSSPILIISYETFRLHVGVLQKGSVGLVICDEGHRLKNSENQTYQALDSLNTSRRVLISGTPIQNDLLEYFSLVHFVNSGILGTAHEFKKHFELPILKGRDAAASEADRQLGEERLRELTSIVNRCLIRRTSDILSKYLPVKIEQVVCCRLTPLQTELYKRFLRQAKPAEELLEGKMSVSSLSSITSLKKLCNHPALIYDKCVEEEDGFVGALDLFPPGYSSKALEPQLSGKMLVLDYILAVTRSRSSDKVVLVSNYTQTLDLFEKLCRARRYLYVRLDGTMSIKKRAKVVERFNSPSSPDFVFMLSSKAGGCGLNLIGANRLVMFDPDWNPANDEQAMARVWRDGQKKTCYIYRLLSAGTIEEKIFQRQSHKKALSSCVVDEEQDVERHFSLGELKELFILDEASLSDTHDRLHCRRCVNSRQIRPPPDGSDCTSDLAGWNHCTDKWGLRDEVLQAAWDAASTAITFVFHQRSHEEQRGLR
# An asterisk follows results filed as active; ? = inconclusive; . = no result given; & = joins results of further samples.
SMILES,esBAF inh,ERp5 block,Xi reactivation,S100A4 MyoIIA,RAD52 inh,E-selectin induc,ERAP1 HTS inh,RAD54 inh
O=c1nc2ccc(Cl)cn2c2ccc(S(=O)(=O)N3CCOCC3)cc12,-4,2,.,3,-28,.,-49,7
COc1ccc(-c2cc3c(=O)n(CC(=O)Nc4ccc(Cl)cc4)ncn3n2)cc1,10,1,0.0,6,-13,.,-2,.
COc1ccc(C#Cc2ccc3c(c2)[C@]2(C(=O)N3)[C@H](c3ccc(O)cc3)N3[C@H](c4ccccc4)[C@H](c4ccccc4)OC(=O)[C@H]3[C@@H]2C(=O)N2CCc3cc(OC)c(OC)cc3C2)cc1,.,0,.,-4,8,.,3,-9
CCN(CC)CCNCC(O)(c1ccc(Cl)cc1)c1ccc(Cl)cc1,.,6,0.0,1,27,.,-12,.
COc1ccc(CCN(CC(=O)NC2CCCC2)C(=O)Cn2nnc(-c3ccc(C)o3)n2)cc1OC,0,-2,0.1,0,-25,.,-3,.
Cc1cc(C)cc(OCC(=O)N/N=C/c2ccc([N+](=O)[O-])o2)c1,.,7,-0.1,-2,-25,.,-2,.
CC(=O)c1ccc(S(=O)(=O)N2CCC3(CC2)CC(=O)c2ccccc2O3)cc1,-1,-2,0.0,0,-14,0.5,2,3
COCCCn1c(SCC(=O)NC(C)(C)C)nnc1-c1cccs1,-5,4,0.0,-1,-13,-3.0,-7,1
CC(C)(C)NC(=O)COC(=O)c1ccccc1OCC(=O)Nc1ccc(Br)cc1,.,3,0.1,-5,-1,.,-4,.
COc1cc(OC)c2c(c1)OC(=O)CC2c1ccc2c(c1)OCO2 (configuration not stated),-5,6,0.4,-9,-8,-5.4,.,-2
COc1cc(/C=C2\C(=N)N3N=C(N4CCOCC4)SC3=NC2=O)ccc1OC(=O)c1ccccc1,-6,2,0.3,-10,-18,0.8,5,-9
Cn1cc(C(=O)OCC2CCN(CCNS(C)(=O)=O)CC2)c2ccccc21,2,5,0.1,1,-15,0.9,1,5
COc1ccc(NC(=S)N2c3ccccc3CC2C)cc1OC (configuration not stated),6,5,0.0,-1,-4,1.4,.,.
CCOC(=O)N1CCN(C(=O)CSc2nc(=O)n3ccc(C)cc3n2)CC1,-1,-2,0.8,-6,-8,-0.2,-1,-6
CN(C)CC(=O)Nc1ccc2c(c1)[C@@H]1C[C@H](CC(=O)NCc3ccncc3)O[C@H](CO)[C@@H]1O2,-1,-2,0.5,15,-9,0.2,0,4
CC1Cc2c([nH]c3ccccc23)C2c3ccccc3CN12 (configuration not stated),2,1,0.2,-13,-12,.,3,-5
C[C@H](CO)N1C[C@H](C)[C@H](CN(C)C(=O)Nc2ccccc2)Oc2c(NC(=O)C3CCOCC3)cccc2C1=O,1,-7,-1.3,6,-7,6.2,0,-11
CC(C)(C)c1ccc(Nc2n[nH]c3ccccc23)cc1,9,10,0.0,-2,-9,-0.9,-4,3
COC(=O)c1ccc(/C=C/C(=O)OCC(=O)Nc2ncc(Cl)cc2Cl)cc1,10,-3,-0.2,1,-48,.,3,-1
CCOC(=O)/C(C#N)=C/c1c(Oc2cccc(C)c2)nc2ccccn2c1=O,5,1,0.2,2,-8,?,2,.
CCOc1ccc(NC(=O)CC2C(=O)N(c3ccccc3)C(=O)N2CCOC)cc1 (configuration not stated),2,-2,-0.1,-3,-3,-0.2,1,-15
Nc1cccc(CN2CCCC2)c1,.,-1,-0.5,-2,2,3.6,-1,.
CCOC(=O)C1(CCOC)CCCCC1=O (configuration not stated),-5,-2,0.1,-3,-9,1.4,1,-5
C[C@@H]1CN([C@H](C)CO)C(=O)c2cc(C3=CCCC3)cnc2O[C@H]1CN(C)C(=O)C1CCCCC1,4,1,-0.2,4,-11,0.0,5,-2
CCOc1ccc(N(CC(=O)Nc2cccc(Cl)c2)S(=O)(=O)c2c(C)noc2C)cc1,3,5,8.0,-2,-14,.,.,8
COc1ccc(C(=O)OCC(=O)Nc2ccc3c(c2)OCO3)cc1S(=O)(=O)N1CCOCC1,7,-9,-0.6,-3,-3,0.0,1,4
Cc1ccc(NC(=O)CN2C(=O)c3ccccc3S2(=O)=O)c(C)c1,-12,2,0.0,-5,-12,-0.1,-1,-8
Cc1ccc(S(=O)(=O)Nc2c(NC3CCCCC3)c3ccccc3oc2=O)cc1C,-1,-3,0.0,-1,-11,.,4,12
COc1ccccc1-n1c(SCC(=O)NC2CCS(=O)(=O)C2)nc2ccccc2c1=O (configuration not stated),2,-9,0.0,-3,-7,.,1,-1
CCN1C(=O)C(CC(=O)Nc2ccc(OC)cc2)N(Cc2ccc3c(c2)OCO3)C1=S (configuration not stated),.,3,0.0,0,-5,-2.8,0,.
COCC#Cc1ccc([C@H]2[C@H](CO)N3CCCCN(S(=O)(=O)c4ccc(OC)cc4)C[C@@H]23)cc1,1,-3,0.2,-8,-34,-0.2,0,-6
CC1(C)Cc2ccccc2-c2nc3n(c(=O)c21)CCCS3,.,1,0.0,1,-12,.,10,.
COc1ccc(NC(=O)N(C)C[C@H]2Oc3c(NS(=O)(=O)c4cn(C)cn4)cccc3C(=O)N([C@@H](C)CO)C[C@@H]2C)cc1,1,-5,0.6,3,4,39*,2,-1
COc1ccc(S(=O)(=O)Nc2cc3c4c(c2)CCC(=O)N4CCC3)cc1,-7,9,0.3,1,-4,0.0,-8,0
CC(=O)N(C)C[C@H]1Oc2ncc(-c3cccc(F)c3)cc2C(=O)N([C@H](C)CO)C[C@H]1C,3,-5,-0.9,10,14,-0.1,1,1
COc1cccc(CNC(=O)c2nnn(CC(=O)Nc3cc(Cl)ccc3C)c2N)c1,0,2,0.0,-2,7,.,3,11
O=S(=O)(c1cccs1)N1CCCc2nc(-c3ccc(F)cc3)ccc21,.,3,0.0,-5,-25,-0.2,0,.
Cc1ccc(C(C)(C)C)cc1S(=O)(=O)Nc1nc2ccccc2nc1Cl,-3,-1,0.0,2,-10,0.0,-1,2
CCCc1cc(C(=O)N2CCCC(C(=O)c3cc(C)c(OC)c(C)c3)C2)n(C)n1 (configuration not stated),-2,1,0.1,-8,-8,-0.1,-5,-2
O=C(COc1ccc(Br)cc1)Nc1ccc(CN2CCOCC2)cc1,.,-1,-0.1,1,5,-0.5,1,3
Fc1cc(NCc2ccccc2)nc(NCc2ccccc2)n1,.,?,0.0,-3,-10,-0.8,0,.
COCC#Cc1cnc2c(c1)C(=O)N([C@H](C)CO)C[C@@H](C)[C@H](CN(C)C(C)=O)O2,-1,12,-0.8,4,10,-1.9,0,-4
CC(C)CN(C)C(=O)CCc1nnc(Cc2cccc(C(F)(F)F)c2)o1,.,-7,-0.1,6,0,-0.1,-4,.
CC(C)CC#Cc1ccc2c(c1)O[C@H](CN(C)S(=O)(=O)c1cccc(F)c1)[C@H](C)CN([C@@H](C)CO)S2(=O)=O,-9,3,-1.2,-36,16,-0.2,-2,-1
C[C@@H]1CN([C@@H](C)CO)C(=O)c2cc(Br)cnc2O[C@@H]1CN(C)C(=O)Nc1ccc(F)cc1,6&13&3,2&-4&-3,-0.1&-0.3,-1&12&7,0&-1&-3,0.9&-0.2,1&-2&-1,-8&-3&2
C[C@@H]1CCCCO[C@H](CN(C)Cc2ccc3c(c2)OCO3)[C@H](C)CN([C@@H](C)CO)C(=O)c2cc(NC(=O)C3CCCCC3)ccc2O1,5,5,-0.8,-14,6,-0.1,-1,-6
COc1ccc(OC)c(N(CC(=O)Nc2ccccc2F)S(=O)(=O)c2ccccc2)c1,-7,6,0.0,0,-8,0.2,-1,.
COC(=O)C(CC#Cc1ccc2c(c1)[C@]1(C(=O)N2)[C@H](c2ccc(O)cc2)N2[C@H](c3ccccc3)[C@H](c3ccccc3)OC(=O)[C@H]2[C@@H]1C(=O)NC[C@H](O)c1ccccc1)C(=O)OC,.,-4,.,-3,3,.,-2,-10
COc1cccc(NC(=O)c2ccccc2N(Cc2ccccc2)S(C)(=O)=O)c1,-7,-3,0.0,-5,-5,.,-2,-1
C[C@@H]1CN([C@H](C)CO)C(=O)c2cc(NS(=O)(=O)c3ccccc3)ccc2O[C@H]1CN(C)C,-5,0,0.1,2,-1,-0.1,0,11
COCCCNc1nc(N)c([N+](=O)[O-])c(Nc2cc(OC)ccc2OC)n1,.,1,0.1,4,-10,2.2,-7,3
O=C1c2cccc([N+](=O)[O-])c2C(=O)N1c1c[nH]c(=O)[nH]c1=O,.,22,0.0,-3,-1,.,1,.
O=C(Nc1ccc(Br)cc1)c1cccnc1N1CCOCC1,.,2,-0.1,-1,-8,2.8,-3,.
COc1ccc(Cl)cc1NC(=O)CSc1nc(=O)n(CCN(C)C)c2c1CCCC2,-32,-2,0.1,-15,14,-0.6,-11,-12
O=C(OCC1CC(c2ccccc2)=NO1)c1ccc(Br)cc1 (configuration not stated),.,-4,0.0,13,-17,.,1,.
CCc1cccc(NC(=O)c2cccc3c2C(=O)N(CC2CCCO2)C3)c1 (configuration not stated),2,-3,0.1,1,-20,0.1,4,-2
O=C(Nc1ccccc1)N[C@H]1CC[C@@H](CCNS(=O)(=O)c2ccccc2F)O[C@@H]1CO,6,0,-0.4,12,-8,-1.6,-4,-10
COCCCNC(=O)C[C@@H]1C[C@@]2(C(=O)OC)CCCCC=C2N(Cc2ccccc2)C1=O,.,-2,0.0,-7,-14,-0.1,.,.
Cc1cc(O)c(Oc2cc(C)cc(O)c2O)c(O)c1,-6,-2,.,5,-23,.,.,14
COCCCNC(=S)NCCNc1nc2c(C)c(C)ccc2cc1C#N,.,6,0.0,-5,-4,5.4,.,.

# Profiles as entered above. Order of values: esBAF inh	ERp5 block	Xi reactivation	S100A4 MyoIIA	RAD52 inh	E-selectin induc	ERAP1 HTS inh	RAD54 inh
# Results for COCCCNC(=O)C[C@@H]1C[C@@]2(C(=O)OC)CCCCC=C2N(Cc2ccccc2)C1=O = .	-2	0.0	-7	-14	-0.1	.	.
# Results for COc1ccc(Cl)cc1NC(=O)CSc1nc(=O)n(CCN(C)C)c2c1CCCC2 = -32	-2	0.1	-15	14	-0.6	-11	-12

# Next section:
SMILES,esBAF inh,ERp5 block,Xi reactivation,S100A4 MyoIIA,RAD52 inh,E-selectin induc,ERAP1 HTS inh,RAD54 inh
CC1CN(C(=S)Nc2ccc(SC(F)F)cc2)CC(C)O1 (configuration not stated),2,-8,0.0,-1,0,2.0,-1,-7
OC[C@H]1[C@H](c2ccc(-c3ccccc3F)cc2)[C@@H]2CN(Cc3cncnc3)CCCCN12,8,-2,0.0,?,-6,0.7,3,21
COc1ccc(C(=O)Oc2ccc(/C=N/O)cc2)cc1,9,-1,.,0,-19,.,2,-6
CCC(=O)Nc1ccc2c(c1)C(=O)N(C)[C@@H]1CC[C@H](CC(=O)NCC3CCCCC3)O[C@@H]1CO2,2,-11,0.0,-5,7,0.0,-1,3
CC1CCN(c2ccccc2NC(=O)c2ccc([N+](=O)[O-])o2)CC1,1,-4,0.0,5,-45,.,-2,9

# High-throughput results from PubChem BioAssay.
